Growth percent in the NCI-60 one-dose screen (48 h, 10 µM unless noted): 100 = growth as untreated, 0 = no growth, -100 = all killed.
NCI-H23 = NCI-H23 lung cancer; AID 1794731; hit rate 4% among 80,000
SK-OV-3 = SK-OV-3 ovarian cancer cells. hit rate 3.2% among 80,000
SN12C = SN12C renal cancer cells; hit rate 3.8% among 81,000; AID 1794767
OVCAR-5 = OVCAR-5 ovarian cancer | hit rate 2.9% among 82,000
OVCAR-4 = OVCAR-4 ovarian cancer cells | hit rate 3.7% among 80,000 | AID 1794784
NCI/ADR-RES = NCI/ADR-RES ovarian cells; hit rate 4.4% among 81,000; AID 1794790
IGROV1 = IGROV1 ovarian cancer | hit rate 4.7% among 79,000
NCI-H226 = NCI-H226 lung cancer; AID 1794732; hit rate 3.5% among 79,000
OVCAR-3 = OVCAR-3 ovarian cancer | hit rate 7% among 79,000 | AID 1794787
Numbers without * were called inactive; nt = not tested or not shown; & = joins results of further samples; [ ] = another dose, or the depositor's remark. The calls were made as follows: active = growth percent below 10; inactive = the rest.

item	smiles	NCI-H23	SK-OV-3	SN12C	OVCAR-5	OVCAR-4	NCI/ADR-RES	IGROV1	NCI-H226	OVCAR-3
1	C=C1C(=O)O[C@H]2[C@H]1CC/C(CNC(=O)Cc1c[nH]c3ccccc13)=C\CC[C@@]1(C)O[C@@H]21	30	106	14	46	38	90	28	-46*	-5.5*
2	O=C(O)C1C2C=CC(C2)C1C(=O)O (stereo not given)	111&31&104	106&65&113	102&24&85	99&36&102	106&99	118&112&104	106&25&95	91&39&105	108&41&113
3	COc1c(Cl)cc(Cl)c2ccc(C=C3C(=O)NC(=S)NC3=O)nc12	101	106	100	109	109	100	108	100	103
4	CC1(C)CC[C@]2(C(=O)N3CCCN(CC#N)CC3)CC[C@]3(C)C(=CC[C@@H]4[C@@]5(C)CC[C@H](O)C(C)(C)[C@@H]5CC[C@]43C)[C@H]2C1	56	84	60	84	87	57	66	71	nt
5	O=C(N[C@H]1C(O)[C@H](O)C(CO)O[C@H]1O)NS(=O)(=O)c1ccccc1Cl (stereo not given in full)	114	119	103	98	109	108	102	97	113
6	Cc1ccc(C(=O)N=c2n(-c3ccc(C)cc3)nc3n2CCN3C2=NCCN2C(=O)c2ccc(C)cc2)cc1	87	97	86	94	nt	77	75	96	62
7	Fc1ccc(C2CC(c3cccc(Nc4ccncc4)c3)=NN2c2ccccc2)cc1 (stereo not given)	86	71	76	85	52	73	44	95	64
8	CCc1nc2ccccc2[nH]1	104	105	96	110	112	111	130	100	119
9	c1ccc(-c2nc(N3CCNCC3)c3nc(-c4ccccc4)oc3n2)cc1	-57*	nt	-92*	-1.5*	-65*	-69*	-84*	-61*	-91*
10	O=[N+]([O-])c1ccc(-c2cn(-c3ccccc3)c(-c3ccccc3)n2)cc1	79	79	78	95	84	85	64	95	97
11	C1CCC(NCCNC2CCCCC2)CC1	107	104	95	98	106	109	97	97	102
12	CCOC(=O)CC1CSC(c2ccc(C(F)(F)F)cc2)=N1 (stereo not given)	98	108	102	108	106	99	94	105	104
13	Clc1ccccc1C=NCCN=Cc1ccccc1Cl	99	91	87	106	121	100	102	91	101
14	S=C(N/N=C/c1ccc(I)cc1)NC12CC3CC(CC(C3)C1)C2	117	113	94	101	90	114	108	94	107
15	c1ccc(C(c2ccccc2)C(c2ccccc2)c2ccccc2)cc1	105	101	94	95	100	101	94	88	107
16	O=C(CSc1nc2c(n1Nc1ccccc1)-c1ccccc1SC2)Nc1nc(-c2ccccc2)cs1	101	110	97	105	107	108	98	99	109
17	Nc1[nH]nc2nc(CCl)n3c4ccccc4nc3c12	95	97	102	104	104	101	97	96	106
18	COc1cc(CCC(=O)NCC(=O)NNC(C)C)cc(OC)c1OC	97	100	100	109	119	104	124	94	125
19	C=CC(=O)OCCCCCC	107	113	109	101	113	116	121	98	105
20	CC12CC[C@@H]3[C@]4(C)COC(c5ccc(Br)cc5)O[C@@H]4CC[C@@]3(C)[C@@H]1CC(C1=CCOC1=O)O2 (stereo not given in full)	66	79	87	97	32	79	94	74	96
21	CCC(CCC(C)C1CCC2C3CC=C4CC(OC(=O)CCC(=O)O)CCC4(C)C3CCC12C)C(C)C (stereo not given)	109	112	108	108	110	118	nt	101	129
22	CN(C)CCCNC1(c2ccc(F)cc2)C2CC3CC(C2)CC1C3 (stereo not given)	92	105	91	99	99	90	95	92	103
23	COC(=O)c1oc2c(C(=O)/C=C/c3ccc(OC)cc3)c(OCCN3CCOCC3)ccc2c1C	19	18	17	30	16	9.2*	-4.0*	-5.8*	nt
24	CCNCCCn1c2c(c3ccc(Cl)cc3c1=O)C(=O)c1cc(OC)cnc1-2	29	-11*	28	-12*	52	35	45	-6.3*	39
25	N#C/C(=C\c1c(-c2ccccc2)[nH]c2ccccc12)C(=O)N1CCCCC1	86	83	99	104	84	83	151	89	94
26	O=C(N/N=C/C[C@@H]1[C@@H](/C=C/[C@@H](O)CCc2ccccc2)[C@H](O)C[C@@H]1O)c1ccncc1	100	101	99	107	112	103	104	96	115
27	COc1cc2cn3c4cccnc4nc(N)c3c2cc1OC	104	99	96	106	99	113	103	114	102
28	Cc1c(C(N)=O)sc2nc(C)n(/N=c3\scc(-c4ccccc4)n3Cc3ccccc3)c(=O)c12	20	59	48	48	33	19	11	31	4.3*
29	N#CC1=C(c2cccs2)Nc2c(c(-c3ccccc3)nn2-c2ccccc2)C12C(=O)Nc1ccc(Br)cc12 (stereo not given)	2.2*	-0.1*	-14*	-60*	0.7*	11	-7.6*	13	-26*
30	NNc1ncnc2c1ncn2C1OC(CO)C(O)C1O (stereo not given)	66	2.1*	28	55	45	24	67	56	9.2*
31	COc1ccc(-c2cc(-c3cc(OC)c(OC)c(OC)c3)c(C#N)c(N3CCOCC3)n2)cc1	100	83	74	56	92	52	62	78	74
32	N#Cc1ccc(C(=O)CSc2nccc(Nc3ccc(S(=O)(=O)Nc4ccccn4)cc3)n2)cc1	90	112	93	99	97	96	101	99	100
33	Cc1ccc(NC(c2ccc(OC(F)F)c(OCC3CC3)c2)c2nnnn2C2CCCCC2)cc1 (stereo not given)	110	100	94	96	82	95	95	96	87
34	OB(O)c1ccccc1C[n+]1ccc(-c2ccc3cc(-c4cc[n+](Cc5ccccc5B(O)O)cc4)ccc3c2)cc1	93[7 µM]	111[7 µM]	97[7 µM]	104[7 µM]	97[7 µM]	112[7 µM]	116[7 µM]	90[7 µM]	106[7 µM]
35	COc1cnccc1-c1nc2ccc3[nH]ncc3c2c2c1CCCC2	67	42	62	75	86	64	33	67	84
36	COc1cc(C2c3cnn(C(C)(C)C)c3N=C3NC(=O)N(c4ccc(Cl)cc4)C32)cc(OC)c1OC (stereo not given)	104	105	105	99	103	99	98	104	103
37	COC(=O)c1ccc2c(c1)nc(-c1cc3ccccc3[nH]c1=O)n2-c1ccc(OC)cc1	87	107	88	102	55	90	nt	74	63
38	Cc1ccc(C2=NN(c3nc(-c4cc5ccccc5oc4=O)cs3)C(c3ccc(Cl)cc3)C2)cc1 (stereo not given)	90	76	103	112	96	103	100	87	113
39	NS(=O)(=O)c1ccc(CCn2c(-c3ccc(F)cc3)nc(-c3ccccc3)c2-c2ccccc2)cc1	100	104	101	109	103	102	116	95	nt
40	CC1=NCC(C)(C)S1	103	99	99	105	99	102	100	107	104
41	Cc1cc(Br)ccc1N	91	110	110	82	114	103	110	103	106
42	CC(=O)OC1CCC2(C)C(=CC3C4CCC(=O)C4(C)CCC32)C1 (stereo not given)	102	105	96	100	103	104	105	107	109
43	COc1ccc2cc(C(=O)NCCc3ccccc3)ccc2c1OC	100	83	107	102	108	97	99	95	104
44	O=C1C=CN2CC=C[C@H]2[C@H]1O	90	105	96	88	102	96	nt	94	96
45	COC(=O)[C@]12CC[C@@H](C)[C@H](C)[C@H]1C1=CC[C@@H]3[C@@]4(C)C/C(=C/c5ccccc5)C(=O)C(C)(C)[C@@H]4CC[C@@]3(C)[C@]1(C)CC2	100	111	100	106	103	101	104	107	nt
46	COc1ccccc1N=Nc1sc(=O)[nH]c1S	100	123	95	109	96	97	101	109	105
47	COC1=C[C@]23CCCN2CCc2cc4c(cc2[C@@H]3[C@@H]1OC(=O)CCCC(C)C)OCO4	89	91	81	79	80	85	95	82	84
48	S=C1NCCO1	93	96	92	89	114	98	83	90	93
49	Cc1ccc(C(=O)Nc2ccc(C(=O)NC(=S)Nc3ccc(C(=O)O)cc3)cc2)cc1	82[100 µM]	84[100 µM]	85[100 µM]	83[100 µM]	52[100 µM]	88[100 µM]	68[100 µM]	66[100 µM]	75[100 µM]
50	CSc1ncc(Br)c(Nc2ccccc2C)n1	100	104	101	110	106	105	111	103	112

Values in list order from the list.
NCI-H23 for entries 41–48, in order: 91, 102, 100, 90, 100, 100, 89, 93

Next part:
item	smiles	NCI-H23	SK-OV-3	SN12C	OVCAR-5	OVCAR-4	NCI/ADR-RES	IGROV1	NCI-H226	OVCAR-3
51	CC(=O)OCC1(C)OC(=O)N(c2ccccc2)C1=O (stereo not given)	106	99	108	102	104	114	108	93	112
52	C[C@H]1[C@H]2C3=CC[C@@H]4[C@@]5(C)C/C(=C\c6ccccc6)[C@H](O)C(C)(C)[C@@H]5CC[C@@]4(C)[C@]3(C)CC[C@@]2(CO)CC[C@@H]1C	76	99	89	106	87	95	110	62	97
53	CO[C@H]1CO[C@H]2[C@@H]1OC[C@H]2OC	93	104	95	89	112	89	109	94	117
54	O=C(CC1(O)C(=O)Nc2ccc(Br)cc21)c1ccc(Cl)cc1 (stereo not given)	97	88	102	124	97	104	93	80	102

Entries from the list above that have a carbonyl joined to an NH by a bond outside any ring (8):
item	smiles	NCI-H23	SK-OV-3	SN12C	OVCAR-5	OVCAR-4	NCI/ADR-RES	IGROV1	NCI-H226	OVCAR-3
1	C=C1C(=O)O[C@H]2[C@H]1CC/C(CNC(=O)Cc1c[nH]c3ccccc13)=C\CC[C@@]1(C)O[C@@H]21	30	106	14	46	38	90	28	-46*	-5.5*
5	O=C(N[C@H]1C(O)[C@H](O)C(CO)O[C@H]1O)NS(=O)(=O)c1ccccc1Cl (stereo not given in full)	114	119	103	98	109	108	102	97	113
16	O=C(CSc1nc2c(n1Nc1ccccc1)-c1ccccc1SC2)Nc1nc(-c2ccccc2)cs1	101	110	97	105	107	108	98	99	109
18	COc1cc(CCC(=O)NCC(=O)NNC(C)C)cc(OC)c1OC	97	100	100	109	119	104	124	94	125
26	O=C(N/N=C/C[C@@H]1[C@@H](/C=C/[C@@H](O)CCc2ccccc2)[C@H](O)C[C@@H]1O)c1ccncc1	100	101	99	107	112	103	104	96	115
28	Cc1c(C(N)=O)sc2nc(C)n(/N=c3\scc(-c4ccccc4)n3Cc3ccccc3)c(=O)c12	20	59	48	48	33	19	11	31	4.3*
43	COc1ccc2cc(C(=O)NCCc3ccccc3)ccc2c1OC	100	83	107	102	108	97	99	95	104
49	Cc1ccc(C(=O)Nc2ccc(C(=O)NC(=S)Nc3ccc(C(=O)O)cc3)cc2)cc1	82[100 µM]	84[100 µM]	85[100 µM]	83[100 µM]	52[100 µM]	88[100 µM]	68[100 µM]	66[100 µM]	75[100 µM]
